AmpC inh no detg – AmpC beta-lactamase inhibition without detergent; 330,000 tested, 0.52% active; AID 485341; AmpC nitrocefin hydrolysis, absorbance 480 nm, 0.0001% Triton; Potency, µM (doses to about 57.1 µM), inactives show at the top dose activity change, negative = inhibition, usual class: inhibitors; P00811;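 also: potency is read from the fitted curve at half-maximal effect; plate controls were no compound for no effect and no enzyme for full effect; nearly all actives have a fitted effect of over 20% in size; some results filed as inactive show a strong effect at the top dose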
Target sequence (P00811 whole entry, looked up): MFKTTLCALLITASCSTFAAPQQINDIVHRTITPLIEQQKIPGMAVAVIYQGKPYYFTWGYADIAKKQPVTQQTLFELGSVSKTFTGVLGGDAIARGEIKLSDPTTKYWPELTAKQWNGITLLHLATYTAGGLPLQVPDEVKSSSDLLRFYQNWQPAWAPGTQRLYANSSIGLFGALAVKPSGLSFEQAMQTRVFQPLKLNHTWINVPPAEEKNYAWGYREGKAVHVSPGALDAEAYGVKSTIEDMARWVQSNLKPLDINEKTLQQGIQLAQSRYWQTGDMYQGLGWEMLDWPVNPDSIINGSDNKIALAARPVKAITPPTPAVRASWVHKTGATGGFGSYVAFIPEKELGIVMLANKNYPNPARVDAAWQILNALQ
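20 mM phosphate pH 7.0 + 0.01% (detergent screen) or 0.0001% Triton X-100; 5.3 nM AmpC reagent; cpd preinc 15 min RT; nitrocefin (800 uM stock) to start; A480 q20 s × 4 min; Activity was normalised to no-enzyme and no-compound control wells.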
HCV inhibitor – inhibitors of hepatitis C virus infection. Huh7.5.1 HCVcc-Cre infection, luciferase reporter, 44 h. Potency, µM (titrated, usually from 41.8 µM), for inactives: top-dose activity change, negative = inhibition, most hits filed as inhibitors. 340,000 tested, 3.4% active; also: potency is read from the fitted curve at half-maximal effect
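A cell-based infection assay in which seeded cells (1,000 per well) receive test compound after 4 h, are inoculated with HCVcc-Cre at approximately 0.5 moi, and are incubated 44 h before luminescence detection.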
Sm TGR inh – inhibitors of Schistosoma mansoni thioredoxin glutathione reductase; 360,000 tested, 3% active; Potency, µM (series often up to 114 µM), for the others: at the highest dose activity change, negative = inhibition, hits mostly inhibitors; AID 485364; Q962Y6; purified TGR, DTNB reduction, TNB absorbance 405 nm; also: potency is read from the fitted curve at half-maximal effect; nearly all actives have a fitted effect of over 60% in size
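First, TGR (20 nM dispensed) and NADPH were mixed with compound. Second, a 15 min room-temperature incubation followed. Third, further NADPH and then DTNB were added to start the reaction. Finally, TNB absorbance was monitored kinetically.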
Giardia FBPA inh – Giardia lamblia aldolase inhibition; AID 2451; 290,000 tested, 0.71% active; Potency, µM (titrated, usually from 59.6 µM), for the others: top-dose activity, negative = inhibition, actives largely listed as inhibitors; purified Giardia FBPA; A8B2U2; also: potency is read from the fitted curve at half-maximal effect; nearly all actives have a fitted effect of over 55% in size
Target sequence (A8B2U2 whole entry, looked up): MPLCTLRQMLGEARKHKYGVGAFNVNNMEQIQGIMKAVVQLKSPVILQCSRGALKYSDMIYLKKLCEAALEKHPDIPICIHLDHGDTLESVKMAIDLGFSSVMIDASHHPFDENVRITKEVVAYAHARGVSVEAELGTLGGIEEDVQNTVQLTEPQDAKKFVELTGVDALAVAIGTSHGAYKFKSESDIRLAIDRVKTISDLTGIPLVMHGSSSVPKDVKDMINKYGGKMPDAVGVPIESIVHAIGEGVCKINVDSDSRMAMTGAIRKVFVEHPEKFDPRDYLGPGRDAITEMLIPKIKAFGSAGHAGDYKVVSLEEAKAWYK
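40 nM FBPA preincubated 10 min at RT with compound (up to 57.5 uM final), then substrate plus GAPDH/TPI/NAD/arsenate coupling and diaphorase/resazurin added. Fluorescence read after 20 min at RT, 525/598 nm.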
AmpC detergent – AmpC beta-lactamase inhibition with detergent present. 370,000 tested, 0.041% active. AmpC hydrolysis of nitrocefin, absorbance 480 nm, 0.01% Triton. Potency, µM (titrated, usually from 114 µM), without a hit: at the top dose activity change, negative = inhibition, usual class: inhibitors. P00811;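 also: potency is read from the fitted curve at half-maximal effect; 0% = no-compound wells and -100% = no-enzyme wells; nearly all actives have a fitted effect of over 25% in size; some results filed as inactive show a strong effect at the top dose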
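AmpC (5.3 nM in the dispensed reagent) in 20 mM phosphate pH 7.0 with 0.01% (detergent screen) or 0.0001% Triton X-100 was preincubated with compounds for 15 min at room temperature. Nitrocefin was then added from an 800 uM solution, and hydrolysis was followed at 480 nm.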
HCMV antiviral – blocks human cytomegalovirus replication. HFF cells, HCMV-luciferase reporter, 72 h; stronger effect = lower value. 410,000 tested, 4.5% active. activity change, negative = inhibition, % at 57.5 µM; in the data active = activity change below about -60%; inconclusive = no clear call, values can overlap the other calls; inactive = above about -39%
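Compounds were evaluated in HFFs infected with an HCMV luciferase reporter virus (MOI 1 PFU/cell). Luciferase in lysates collected 72 h post infection served as the replication measure.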
Starred values were filed as active, the others as inactive; ? = inconclusive; / = not tested or not shown; & = joins results of further samples; [ ] = remark or other dose. Unless noted, calls follow the shape of the dose curve; as a rule, active = well fitted curve in the direction sought with a large enough effect; inconclusive = small, poorly fitted or top-dose-only effect, or another doubt; inactive = no such curve, though single readings can be large; an effect the other way counts as inactive or inconclusive. Unless noted, % is scaled to controls: 0 for no effect and ±100 for the full control effect. Outcome played no part in choosing rows, and some 9.9% of all compounds hit somewhere here.

structure	AmpC inh no detg	HCV inhibitor	Sm TGR inh	Giardia FBPA inh	AmpC detergent	HCMV antiviral
Cc1cc2c3c(c1)C1(SCC(=O)N1c1ccc(F)cc1)C(=O)N3C(C)(C)CC2C (centres undefined)	20.6%	?	-15.2%	3.3%	-4.0%	-8.6
CCOC(=O)N1CCC(NC(=O)CN(c2ccc(C(C)C)cc2)S(=O)(=O)c2c(C)nn(C)c2C)CC1	184.7%[activator]	5.0%	-0.9%	-3.1%	-3.1%	-37.5
Cn1c(=O)n(C)c2cc(NS(=O)(=O)c3ccc(Cl)s3)ccc21	-15.2%	3.6%	6.9%	3.8%	2.2%	256.3
Nc1c(C(=O)Nc2cccc(C(F)(F)F)c2)c2ccccn2c1C(=O)c1ccccc1	/	/	4.3%	/	20.4%	2.4
Cc1cccc(N2CC(c3nc4ccccc4n3C)CC2=O)c1C (centres undefined)	-2.2%	-13.7%[8.37 µM]	3.5%	-0.5%	?	-23.9
O=C(c1ccc2c(c1)OCCCO2)c1cccs1	-15.8%	-7.5%	-24.6%	1.3%	-7.2%	99.1
O=C(CNC(=O)c1ccc(Br)o1)NNC(=O)c1ccccc1	-23.8%	5.1%	-1.9%	/	?	-11.2
COc1ccccc1NC(=O)CN(C)S(=O)(=O)c1ccc2c(c1)c(=O)n(C)c(=O)n2C	/	/	-3.8%	/	-11.8%	-4.2
Cc1ccc(-n2[nH]c(C)c(C=Nc3ccc4[nH]c(=O)[nH]c4c3)c2=O)cc1	10.9%	4.3%	-12.5%	-10.3%	-14.0%	22.9
COc1ccc(C2C(C(=O)NC(C)C)c3ccccc3C(=O)N2C)cc1OC (centres undefined)	-1.1%	4.2%	-0.3%	1.0%	0.6%	-34.7
Cc1cc(C(=O)CS(=O)(=O)c2ccccc2)cc(C)c1OC(=O)N(C)C	1.2%	-10.2%	-8.4%	1.0%	?	12.6
CCOc1cc(C(=O)NCCOC)cc(OCC)c1OCC	-0.6%	-17.6%	4.0%	-0.2%	-3.0%	-13.6
CC1Oc2ccccc2OC1(O)c1ccccn1 (centres undefined)	-12.4%	9.2%	3.9%	1.6%	-8.5%	29.7
O=C(COC(=O)COc1ccc(Cl)cc1Cl)NC1CCCC1	6.7%	?	1.7%	/	-3.7%	-35.0
CCOC(=O)C1=C(C)NC(=O)NC1c1cccc(O)c1 (centres undefined)	/	1.7%	0.0%	-1.6%	-2.9%	25.6
O=C(CNC(=O)Cc1ccccc1)NCC(=O)OCc1ccc(C(=O)c2ccccc2)cc1	-14.7%	-26.9%	7.2%	2.9%[12.9 µM]	-6.7%	24.5
COc1ccc(O)c(C(=O)c2cc(C#N)c(=O)n(-c3ccc(Cl)cc3)c2)c1	-23.4%	?	-17.8%	-6.1%	-4.8%	-32.5
CSCCC(=O)N1CCCC(CNC(=O)c2ccccc2Cl)C1 (centres undefined)	-14.4%	5.5%	-9.5%	18.9%	-10.9%	10.0
COc1ccccc1NC(=S)N1CCNC(=O)C1CC(=O)Nc1cccc(C)c1 (centres undefined)	32.5%	13.0%	-6.3%	-2.6%	-6.4%	-37.0
Cc1cc(C(C)(C)C)ccc1OCC(=O)N/N=C\c1c(C)n(C)n(-c2ccccc2)c1=O	44.0%	9.2%	-7.3%	/	2.1%	-4.1
COc1cccc(NC(=O)Nc2ccc(Cc3ccncc3)cc2)c1	-24.6%	?	1.7%	0.6%	6.9%	?
COc1cccc(/C=C/C(=C2/C(=O)N(c3ccccc3)N=C2C)c2ccc(Br)cc2)c1OC	-18.6%	5.2%	-0.9%	3.0%	6.8%	/
COc1ccc(-c2c3c(=O)n(C)c(=O)n(C)c3cn2Cc2cccnc2)cc1	1.4%	-6.1%	?	-25.1%	-17.5%	10.1
COc1ccc(C(=O)NCC(=O)Nc2cccc(S(=O)(=O)N3CCCC3)c2)cc1	-50.6%	-29.3%	/	/	/	-9.4
Cc1ccc(S(=O)(=O)NC(=O)Nc2cc(C(C)(C)C)on2)cc1	2.3%	22.8%	5.1%	3.2%	-2.7%	55.3
COC(=O)c1cc(S(=O)(=O)NCC2CCN(Cc3cccc(F)c3)CC2)cn1C	6.9%	4.5%	-10.2%&-2.1%	1.0%	-14.1%&2.0%	-19.0&-5.0
CC(C)c1ccc(S(=O)(=O)c2n[nH]n3c2nc(=O)c2ccccc23)cc1	-27.1%	5.9%	-16.0%	10.7%	-0.7%	-12.7
COc1cc(C(=O)Oc2ccc(Br)cc2C(=S)N2CCOCC2)cc(OC)c1OC	111.1%[activator]	11.4%	-0.4%	-2.2%	0.1%	-5.5
CCC(=O)c1ccc(OCC(=O)OCC(=O)N(CCC#N)c2ccc3c(c2)OCCO3)cc1	36.9%	2.0%	/	/	/	-16.3
CN1CCN(NC(=S)NC(C)(C)CC(C)(C)C)CC1	51.4%	16.5%	0.4%	1.4%	-1.8%	-20.2
CCOC(=O)N1CCC(N2Cc3cccc(C(=O)Nc4ccc(CC)cc4)c3C2=O)CC1	-13.4%	0.7%	-14.3%	-3.0%	-3.2%	65.2
CCOC(=O)c1cc(-c2ccccc2)n[nH]1	-8.8%	13.5%	11.7%	1.5%	-0.7%	0.7
CCc1c(C)sc(NC(=O)c2cc(C)on2)c1C#N	-21.0%	-1.7%	-7.3%	-2.6%	-12.8%	45.5
O=C(Nc1ccc(F)c(Cl)c1)N1CCCCCC1	-19.3%	15.9%	0.4%	-5.2%	-1.5%	57.4
CC1=C(C(=O)N2CCCCC2)C2(CCC(C)CC2)OC1=O (centres undefined)	4.5%	20.8%	-4.8%	0.2%	-9.3%	22.7
CCOC(=O)c1nnn(CC(=O)Nc2cccc(OC)c2)c1C(=O)OCC	-0.9%	-9.1%	-0.5%	-5.4%	-8.3%	-8.8
C#CCOCCOCCOCCNc1nc(N2CCOCC2)nc(N2CCN(C(=O)[C@H]([C@@H](C)CC)n3cc([C@@H](N)CO)nn3)CC2)n1	121.8%[activator]	-3.5%	-13.0%	-7.1%	11.5%	9.0
Cc1ccc(Cn2c(=O)n(-c3ccc(C)cc3)c(=O)c3c2c2cc(C)ccc2n3C)cc1	/	/	1.6%	/	16.9%	5.5
CCNC(=O)OCc1cn(-c2ccccc2)nn1	-1.7%	-7.7%	-0.9%	1.4%	?	7.8
COc1cc(OC)c(OC)cc1/C=N/Nc1ncnc2c1[nH]c1ccccc12	-5.2%	10µM*	-1.5%	1.3%	-13.3%	-6.9
CC(=O)Nc1ccc(NS(=O)(=O)c2c(Cl)cccc2Cl)cc1	-14.9%	4.0%	0.1%	-2.3%	1.8%	-5.9
Cc1c2cnn(CC(=O)Nc3ccc(F)cc3F)c(=O)c2c(C)n1Cc1cccc(Cl)c1	/	/	-8.3%	/	-5.5%	-8.2
CCOC(=O)N1CCN(C(=O)Nc2cccc3ccccc23)CC1	-13.1%	-7.5%	40.0%[activator]	-7.7%	-6.3%	-3.1
Cc1ccc2[nH]c(C)c(CCNC(=O)c3cc4cc(Br)ccc4oc3=O)c2c1	/	/	-1.4%	/	-1.3%	-4.5
Cc1cc(C)nc(/N=C(/NC(=O)c2ccccc2)Nc2ccccc2)n1	-17.4%	4.2%	1.4%	0.3%	-14.0%	-6.2
CCc1ccccc1NC(=O)Cn1ccn(Cc2ccccc2)c(=O)c1=O	/	/	-1.9%	/	18.2%	3.2
Cc1ccc(NC(=O)CC(=O)NCCN2CCOCC2)cc1	-2.7%	-8.3%	1.4%	8.7%	-8.9%	11.8
Cc1cnc(C(=O)N2CCCC(C(=O)c3ccc(C(F)(F)F)cc3)C2)cn1 (centres undefined)	-17.4%	?	3.3%	-13.2%	-1.2%	9.4
CC1CCCCN1S(=O)(=O)c1ccc(C(=O)Nc2sc3c(c2C(N)=O)CC(C)(C)NC3(C)C)cc1 (centres undefined)	/	/	7.5%	/	6.4%	?
CCN(CC)S(=O)(=O)c1ccc(N2CCCC2)c(C(=O)OCC(=O)/C(C#N)=C(\C)N)c1	22.5%	?	-12.2%	-4.4%	-4.9%	-5.6
CC1=CC(c2ccc(Cl)cc2)n2nc(NS(=O)(=O)c3ccc(C)cc3)nc2N1 (centres undefined)	-28.7%	12.7%	31.6µM*	-6.9%	2.5%	-7.0
Cc1cc(C)c2c(n1)SCC(=O)N2CC(=O)Nc1cccc(Cl)c1	-15.3%	8.6%	7.4%	1.4%	-8.4%	8.5
CC1=CC[C@@]23CCCN2C(=O)CCC[C@H]3C1	-11.9%	-17.0%	/	0.6%[136 µM]	/	-7.0
Cc1ccc(C)c(Cn2c(C(C)O)nc3ccccc32)c1 (centres undefined)	11.6%	3.2%	-4.4%	0.2%	1.4%	-4.9
Cc1ccc(CNC(=O)CCn2nc(-c3ccc(Cl)cc3)ccc2=O)cc1	91.5%[activator]	/	5.1%	7.0%	-1.7%	-22.2
O=C(OCCN1CCOCC1)C(c1ccccc1)c1ccccc1	47.2%	9.2%	2.4%	-4.9%	?	-3.8
O=C(CSc1ncnc2c1oc1ccccc12)Nc1cccc(F)c1	-13.0%	-19.6%	-3.2%	3.2%	?	1.2

Random excerpt: 2 records from the list, in no set order.
structure	AmpC inh no detg	HCV inhibitor	Sm TGR inh	Giardia FBPA inh	AmpC detergent	HCMV antiviral
C#CCOCCOCCOCCNc1nc(N2CCOCC2)nc(N2CCN(C(=O)[C@H]([C@@H](C)CC)n3cc([C@@H](N)CO)nn3)CC2)n1	121.8%[activator]	-3.5%	-13.0%	-7.1%	11.5%	9.0
CCOC(=O)N1CCN(C(=O)Nc2cccc3ccccc23)CC1	-13.1%	-7.5%	40.0%[activator]	-7.7%	-6.3%	-3.1

Part of the list above in a different format:
CC(C)c1ccc(S(=O)(=O)c2n[nH]n3c2nc(=O)c2ccccc23)cc1
  AmpC inh no detg: -27.1% | HCV inhibitor: 5.9% | Sm TGR inh: -16.0% | Giardia FBPA inh: 10.7% | AmpC detergent: -0.7% | HCMV antiviral: -12.7
CC(=O)Nc1ccc(NS(=O)(=O)c2c(Cl)cccc2Cl)cc1
  AmpC inh no detg: -14.9% | HCV inhibitor: 4.0% | Sm TGR inh: 0.1% | Giardia FBPA inh: -2.3% | AmpC detergent: 1.8% | HCMV antiviral: -5.9
Cc1cnc(C(=O)N2CCCC(C(=O)c3ccc(C(F)(F)F)cc3)C2)cn1 (centres undefined)
  AmpC inh no detg: -17.4% | HCV inhibitor: ? | Sm TGR inh: 3.3% | Giardia FBPA inh: -13.2% | AmpC detergent: -1.2% | HCMV antiviral: 9.4
COc1cc(C(=O)Oc2ccc(Br)cc2C(=S)N2CCOCC2)cc(OC)c1OC
  AmpC inh no detg: 111.1%[activator] | HCV inhibitor: 11.4% | Sm TGR inh: -0.4% | Giardia FBPA inh: -2.2% | AmpC detergent: 0.1% | HCMV antiviral: -5.5

Source: PubChem
